inhibitors of VEEV = inhibitors of VEEV TC-83 cytopathic effect, confirmation, Vero cells (AID 588727) | Vero cells, VEEV TC-83 cytopathic effect inhibition; higher % means a stronger effect | inhibition, % at 20 µM, or IC50 in µM where a hit was titrated | 350,000 compounds, 0.13% hits; in the data active = a potency from the dose series; inconclusive = inhibition mostly from about 14% at the one dose, without a potency; inactive = the rest, 99 in 100 with inhibition below about 12%; note: strong numbers were not always called active
M. tuberculosis HTS = M. tuberculosis growth inhibition, HTS (AID 449762) | one-dose inhibition, % at 25 µM; IC50 in µM for titrated hits | 330,000 compounds, 0.59% hits | M. tuberculosis H37Rv growth inhibition, 7H9 media; higher % means a stronger effect; in the data active = a potency from the dose series; inconclusive = inhibition above about 70% without an active follow-up result;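 note: bacterial growth assessed after seven days of incubation; strong numbers were not always called active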
Salmonella PhoP GFP = PhoP regulon inhibitors, Salmonella typhi PhoP promoter GFP reporter, confirmatory (AID 1850). Salmonella Typhi PhoP-promoter GFP reporter, fluorescence, 4 h; higher % means a stronger effect. one-dose inhibition, % at 50 µM; IC50 in µM for titrated hits. 310,000 compounds, 0.33% hits; in the data active = a potency from the dose series; inconclusive = inhibition mostly from about 25% at the one dose, without a potency; inactive = the rest, 99 in 100 with inhibition below about 19%;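 note: 0% = induced wells with vehicle and 100% = uninduced wells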
M. tuberculosis = growth inhibition of non-replicating M. tuberculosis (AID 488890). Mycobacterium tuberculosis non-replicating, growth inhibition; higher % means a stronger effect. 320,000 compounds, 0.39% hits. inhibition, % at 25 µM; hits with a dose series show IC50 in µM; in the data active = a potency from the dose series; inconclusive = inhibition mostly from about 82% at the one dose, without a potency; inactive = the rest, 99 in 100 with inhibition below about 76%;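 note: plate controls were DMSO cells for no effect and high antibiotic wells for full effect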
influenza NS1A = NS1A inhibition, H1N1 influenza, cell based functional assay (AID 504329); NS1A functional cell-based assay, percent inhibition; higher % means a stronger effect; inhibition, % at 12.5 µM; hits with a dose series show IC50 in µM; 340,000 compounds, 0.3% hits; in the data active = a potency from the dose series; inconclusive = inhibition above about 27% without an active follow-up result; note: strong numbers were not always called active
inhibitors of VEEV 10K pilot screen = further read-out of inhibitors of VEEV, marked with its call; inhibition, %; measured here: 10K pilot screen inhibition
Starred values were filed as active, the others as inactive; i = inactive; ? = inconclusive; . = not tested or not shown; & = joins results of further samples.

The first 5 compounds, to show the layout:
SMILES | inhibitors of VEEV | M. tuberculosis HTS | Salmonella PhoP GFP | M. tuberculosis | influenza NS1A | others
Brc1ccccc1-n1nnc(-c2cnc3ccccc3c2)n1 | 3.3% | 20% | -4% | 4% | 7%
Cc1ccc(NC(=O)C(=O)NCCN2CCN(C(=S)Nc3ccccc3)CC2)cc1 | 1.1% | 2% | 3% | -15% | -15%
O=C(Nc1ccc2c(c1)OCO2)C1CCN(S(=O)(=O)c2ccc3c(c2)OCCO3)CC1 | 1.3% | -6% | 1% | -11% | -5%
CCN1CCCC1CNC(=O)C1CCN(Cc2nc(-c3cccc(Br)c3)oc2C)CC1 (stereo unspecified) | ? | -4% | 127µM* | 58% | 3%
CN(C)CCNC(=O)C12CC3(C)CC(C)(CC(C)(C3)C1)C2 | 0.5% | 1% | 10% | 5% | 4%

The list itself (from the top)
SMILES | inhibitors of VEEV | M. tuberculosis HTS | Salmonella PhoP GFP | M. tuberculosis | influenza NS1A | others
Brc1ccccc1-n1nnc(-c2cnc3ccccc3c2)n1 | 3.3% | 20% | -4% | 4% | 7%
Cc1ccc(NC(=O)C(=O)NCCN2CCN(C(=S)Nc3ccccc3)CC2)cc1 | 1.1% | 2% | 3% | -15% | -15%
O=C(Nc1ccc2c(c1)OCO2)C1CCN(S(=O)(=O)c2ccc3c(c2)OCCO3)CC1 | 1.3% | -6% | 1% | -11% | -5%
CCN1CCCC1CNC(=O)C1CCN(Cc2nc(-c3cccc(Br)c3)oc2C)CC1 (stereo unspecified) | ? | -4% | 127µM* | 58% | 3%
CN(C)CCNC(=O)C12CC3(C)CC(C)(CC(C)(C3)C1)C2 | 0.5% | 1% | 10% | 5% | 4%
CCOC(=O)C1CCN(S(=O)(=O)c2cccc(-c3cn4cccc(C)c4n3)c2)CC1 | 7.7% | 4% | -8% | 2% | 8%
CCOC(=O)c1cnc(-c2ccccc2)nc1Oc1ccc(Cl)c(Cl)c1 | 1.5% | 11% | -5% | 1% | -4%
CC(=O)Nc1ccc2nc(NC(=O)c3ccco3)sc2c1 | 1.1% | 2% | 1% | 18% | -11%
CCN(CC)S(=O)(=O)c1ccc2oc(SCC(=O)NCc3ccccc3)nc2c1 | 0.2% | -8% | -7% | 44% | -24%
CC(=O)Nc1cc2c(cc1Cl)-c1ccccc1C2O (stereo unspecified) | 2.0% | . | . | . | 5%
O=C(O)c1ccc(Nc2ccc3nonc3c2[N+](=O)[O-])cc1 | 0.2% | 6% | -4% | 26% | -4%
CCOC(=O)c1c(C)[nH]c(C(=O)OCC(=O)N(CC(C)C)C2CCS(=O)(=O)C2)c1C (stereo unspecified) | 1.0% | -6% | . | 2% | -5%
CCC(=NCc1ccco1)c1c(O)n(Cc2ccccc2)c(=O)[nH]c1=O | 0.9% | -5% | 0% | 10% | 2%
CC1CCN(c2nc(CN3CCCCC3)nc3scc(-c4ccccc4)c23)CC1 | i | ? | 2% | ? | 5%
OCCNC(=S)NCCc1ccccc1 | 0.7% | -8% | 4% | -2% | -4%
O=C(CN1CCOCC1)NN1CC(=O)N(c2ccc(Cl)cc2)CC1=O | 0.4% | 4% | -2% | -5% | 1%
COc1ccc(CCNC(=O)CSCc2ccc([N+](=O)[O-])cc2)cc1 | 0.1% | -28% | -7% | 58% | 5%
O=C(CN1CCN(Cc2ccc(Cl)cc2)CC1)N/N=C/c1cccs1 | i | -12% | 4% | -2% | -22%
O=C(Nc1ccc2c(c1)OCO2)C(c1ccc(Cl)cc1)N1CCN(C(=O)c2ccco2)CC1 (stereo unspecified) | 2.2% | -11% | -8%&6% | -6% | 3%
COc1ccc(C2C(C(=O)N3CCN(c4ccccn4)CC3)CCC(=O)N2c2cc(OC)c(OC)c(OC)c2)cc1 (stereo unspecified) | 0.7% | -6% | -3% | -2% | -4%
CC(C)(C)c1cc2cccnc2n1Cc1ccccc1 | 5.8% | -7% | 5% | 10% | 5%
Cc1ccc(N(CC(=O)NCc2ccncc2)S(C)(=O)=O)cc1Cl | i | -9% | -6% | -6% | -16%
CSc1ccc(C(=O)C2CCCN(C(=O)CCn3cncn3)C2)cc1 (stereo unspecified) | 0.3% | -3% | 2% | -10% | -2%
Cc1cccc(NC(=O)C(C)n2cc([N+](=O)[O-])cn2)n1 (stereo unspecified) | 0.4% | 5% | 10% | 7% | -3%

At a glance, 4 of the compounds above:
SMILES | inhibitors of VEEV | M. tuberculosis HTS | Salmonella PhoP GFP | M. tuberculosis | influenza NS1A | others
CCC(=NCc1ccco1)c1c(O)n(Cc2ccccc2)c(=O)[nH]c1=O | 0.9% | -5% | 0% | 10% | 2%
CC1CCN(c2nc(CN3CCCCC3)nc3scc(-c4ccccc4)c23)CC1 | i | ? | 2% | ? | 5%
OCCNC(=S)NCCc1ccccc1 | 0.7% | -8% | 4% | -2% | -4%
O=C(CN1CCOCC1)NN1CC(=O)N(c2ccc(Cl)cc2)CC1=O | 0.4% | 4% | -2% | -5% | 1%

The list continues.
SMILES | inhibitors of VEEV | M. tuberculosis HTS | Salmonella PhoP GFP | M. tuberculosis | influenza NS1A | others
CCCCc1ccc(S(=O)(=O)NC2CCS(=O)(=O)C2)cc1 (stereo unspecified) | i | 4% | -1% | 6% | -23%
Cc1cc(CNC(=O)C2CCC(=O)N(Cc3cccc(C(F)(F)F)c3)C2)no1 (stereo unspecified) | 1.2% | -1% | -9% | -14% | -10%
Cc1ccc(N2CCN(C(=S)Nc3ccccc3)CC2)cc1 | 0.6% | -7% | 3% | 1% | -2%
C(=N\Nc1nc(Nc2ccccc2)nc(N2CCOCC2)n1)/c1c[nH]c2ccccc12 | . | 41% | -1% | 54% | .
O=C(CSc1nnc(-c2ccccn2)n1Cc1ccccc1)N1CCOCC1 | 1.0% | -4% | -10% | 0% | 8%
O=C(CSc1nccn1-c1ccccc1)NCc1ccc2c(c1)OCO2 | 3.4% | -3% | -5% | 13% | -9%
CCOC(=O)C1CCCN(C(=O)c2cccc(S(=O)(=O)N(C)c3ccc(C)cc3)c2)C1 (stereo unspecified) | i | -3% | . | 6% | -8%
Cc1ccc(CC(=O)c2ccc(Cl)cc2)cc1 | 1.3% | -2% | -2% | ? | -8%
CCOc1c(Br)ccc2c1sc1nc[nH]c(=O)c12 | 2.5% | 44% | -9% | 21% | -8%
O=C(OCc1cc(=O)oc2cc(O)ccc12)c1cc(S(=O)(=O)N2CCOCC2)ccc1F | 5.8% | 3% | -4% | -9% | -4%
CC(CC(=O)Nc1ccc(F)cc1F)S(=O)(=O)c1ccc2c(c1)NC(=O)CO2 (stereo unspecified) | 0.3% | 4% | 2% | 10% | 2%
Cc1ccc(CN(C(=O)C(F)(F)F)C(C(=O)NC2CCCCC2)c2ccco2)cc1 (stereo unspecified) | i | 5% | 0% | 14% | -1%
O=S(=O)(NCCCN1CCOCC1)c1ccc2c(c1)OCCO2 | 1.0% | -4% | -10% | -4% | -19%
O=C(CNC(=O)c1ccccc1)NCCCSc1ccccc1 | 0.8% | 4% | . | -9% | -24%
Nc1c(C(=O)NCCN2CCOCC2)c2nc3ccccc3nc2n1CCc1ccccc1F | i | ? | 1% | 33% | -28%
Cc1cc2cc(OCC(=O)O)ccc2n1C | 3.9% | 3% | -6% | 12% | 9%
COc1ccc(NCC(=O)N2CCCC2)cc1Cl | 0.8% | -3% | 4% | i | -6%
O=C(NC1CCCCC1)C(c1ccc2ncccc2c1)N(Cc1ccc(F)cc1)C(=O)c1ccc2c(c1)OCCO2 (stereo unspecified) | i | ? | -1% | 23% | -3%
O=C(CN1CCCN(Cc2ccc(F)cc2Cl)C1=O)NC1CCCCCC1 | 0.4% | -8% | -11% | 26% | 3%
N#Cc1ccccc1NC(=O)Nc1ccccc1 | 0.9% | -1% | -7% | -3% | 8%
O=C(O)CCCn1cc(NC(=O)c2ccc(F)cc2)cn1 | 0.4% | -7% | 7% | 0% | 4%
CCOc1ccc(-c2cc(CCCC(=O)NCc3ccc(C)cc3)no2)cc1 | 0.8% | -3% | -7% | 3% | 5%
CC1=CC(C)(C)NC(=S)N1c1cccc(C)c1 | 0.3% | -5% | -7% | 5% | -16%&0%
Cc1cc(NC(=O)CCC(=O)N(Cc2ccco2)C(C(=O)NCC2CCCO2)c2ccncc2)no1 (stereo unspecified) | i | -3% | 1% | 11% | -2%
O=C(CN(C(=O)CNS(=O)(=O)c1ccc(F)cc1)c1cccc(F)c1)NCC1CCCO1 (stereo unspecified) | i | 2% | 5% | -20% | -5%
CCOC(=O)c1coc(C(=O)OCC)c1C(=O)OCC | 0.6% | . | . | . | -14%
C=CCn1c(=N)c(C(=O)NCCCOC)cc2c(=O)n3cccc(C)c3nc21 | i | 2% | -13% | -6% | 7%
CCOC(=O)N=Nc1c(O)n(CC(=O)OC)c2ccccc12 | 0.0% | 0% | -6% | 15% | 5%
COC(=O)c1ccc2c(c1)N(C)CCS2 | 4.7% | -1% | -5% | -9% | -10%
O=C(CN(Cc1ccccc1Cl)C(=O)c1csnn1)NC1CCCC1 | 0.8% | 0% | -1% | -1% | 5%
COc1ccc(-c2noc(CCC(=O)N3CCN(c4ccccc4F)CC3)n2)cc1 | i | . | . | . | -11%
CCN(CC)Cc1cc(CCNC(=O)c2ccc(Cl)cc2)ccc1O | 1.0% | 1% | -4% | 14% | 1%
Fc1ccc(N2CCN(Cc3cn[nH]c3-c3ccccc3)CC2)cc1 | 1.2% | 3% | -11% | 4% | 1%
N#Cc1ccc(NC(=O)C2=COCCO2)cc1 | 0.2% | -6% | . | -7% | 2%
CCOC(=O)c1cc(-c2ccc(F)cc2)nc2c1c(=O)[nH]c(=O)n2Cc1ccccc1 | i | -2% | 20% | -4% | -4%
C=CCNc1nc2c3ccccc3n(C(C)=O)c2s1 | 4.1% | -1% | -13% | 9% | -5%
C=C(C)C(=O)Nc1cccc(C2=NOC3(C2)C[C@H](C(N)=O)N(C(=O)c2ccccc2)C3)c1 (stereo partly specified) | 0.3% | 5% | -7% | -12% | 7%
C/C(=N\NC(=O)c1cc2ccccc2cc1O)c1cc2ccccc2o1 | i | ? | -16% | ? | 1%
CN(CC(=O)NCCCc1ccccc1)S(=O)(=O)c1ccc(Br)cc1 | 0.5% | -3% | -4% | 66% | -8%
COC(=O)c1ccc(SCC(=O)NC2CCCCC2)c([N+](=O)[O-])c1 | i | -7% | 5% | 4% | -3%
CC(=O)c1cc2c(cc1NC(=O)CSc1nc3ccccc3o1)OCO2 | 2.4% | 5% | -20% | 19% | -2% | inhibitors of VEEV 10K pilot screen=1.3
Cn1c(NC(=O)COc2ccccc2)cc(=O)n(C)c1=O | 0.5% | 0% | 1% | -3% | 3%
CC(=O)OCC(=O)[C@@]1(O)[C@H](C)C[C@H]2[C@@H]3CCC4=CC(=O)C=C[C@]4(C)[C@@]3(F)[C@@H](O)C[C@@]21C | 1.0% | -3% | -12% | 2% | -2%
Cc1ccc(OC(=O)COc2ccccc2C)c(-n2nc3ccccc3n2)c1 | i | 33% | -10% | 59% | -5%
CCN1CCN(C(=O)c2ccccc2Nc2ccc(SC(F)F)cc2)CC1 | 0.1% | 11% | -10% | 2% | -4%
CSc1ccc(CN(C)C(=O)C23CC4CC(CC(Cl)(C4)C2)C3)cc1 | 2.4% | 1% | 15% | 22% | 3%
Cc1ccc(N2C(=O)C3CCCN3C2=S)cc1C (stereo unspecified) | 1.1% | 3% | 1% | -2% | -33%
COc1cc(CNCCN2CCOCC2)ccc1OCC(=O)NC(C)(C)C | i | 16% | -11% | 6% | -2%
C=CC(C)(C)O[C@@H]1O[C@H](CO)[C@@H](O)[C@H](O)[C@H]1O | 0.6% | 0% | . | 10% | 7%
Cc1ccc(C(=O)NCC(=O)OCCCn2c(=O)[nH]c3ccccc32)cc1 | 1.8% | -7% | 0% | -10% | -10%

A draw from above in order of SMILES length, high to low:
SMILES | inhibitors of VEEV | M. tuberculosis HTS | Salmonella PhoP GFP | M. tuberculosis | influenza NS1A | others
C/C(=N\NC(=O)c1cc2ccccc2cc1O)c1cc2ccccc2o1 | i | ? | -16% | ? | 1%
COc1cc(CNCCN2CCOCC2)ccc1OCC(=O)NC(C)(C)C | i | 16% | -11% | 6% | -2%
Cn1c(NC(=O)COc2ccccc2)cc(=O)n(C)c1=O | 0.5% | 0% | 1% | -3% | 3%
Cc1ccc(N2C(=O)C3CCCN3C2=S)cc1C (stereo unspecified) | 1.1% | 3% | 1% | -2% | -33%

Rows are unselected, and some 1.6% of all compounds hit somewhere here.
